Screens (PubChem)
Rat MKP-3 inhibitors = inhibition of rat DUSP6 enzyme activity – biochemical, in vitro, primary screen (AID 425). hit rate 0.17% among 110,000. inhibition, % at 20 µM; hits with a dose series show IC50 in µM. recombinant MKP-3 phosphatase activity, fluorescence; higher % means a stronger effect; in the data active = inhibition above about 50%;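 note: plate controls were vehicle for no effect and reference inhibitor for full effect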
Hsp70 inhibitors = Hsp70 inhibitors, probe displacement, primary screen, biochemical, fluorescence polarization (AID 583); Hsp70 fluorescence polarization probe displacement, mP; higher % means a stronger effect; displacement, % at 20 µM, or IC50 in µM where a hit was titrated; hit rate 0.06% among 140,000; in the data active = displacement above about 50%;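 note: plate controls were vehicle for no effect and reference ligand for full effect; a part of the inactive calls stands beside numbers as strong as those of hits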
* = called active by the depositor; nt = no result given.

SMILES	Rat MKP-3 inhibitors	Hsp70 inhibitors
CCN(CC)CCCCCOc1ccc(Cl)cc1	0.8%	5.8%
COc1ccc(S(=O)(=O)N(CC(=O)NCc2ccccc2)Cc2ccccc2)cc1	0.8%	-1.4%
CC(=O)c1ccc(NC(=O)C2CC(=O)N(c3cc(C)ccc3C)C2)cc1 (configuration not stated)	2.9%	nt
O=C(NC(=S)Nc1cc([N+](=O)[O-])ccc1Cl)c1ccc(Cl)cc1	8.6%	0.3%
COC(=O)c1ccc(NC(=O)Cn2nnc3ccccc32)cc1	-4.7%	2.4%
COCCn1c(C)cc2c(c1=O)C(c1ccccc1F)C(C#N)=C(N)O2 (configuration not stated)	9.7%	-4.8%
Cc1ccc2c3c(c(SCC(=O)Nc4nonc4C)nc2c1)CCCC3	-8.0%	-4.7%
c1ccc(-c2nc3cc4ccccc4cc3[nH]2)nc1	nt	1.4%
CCc1nnc(NC(=O)c2ccc(S(=O)(=O)N(CC)Cc3ccccc3)cc2)o1	-0.2%	-3.1%
CCOC(=O)Cc1nnc(NC(=O)CSc2ccc(Cl)cc2)s1	nt	7.1%
O=C(CCn1nnc2ccccc21)N1CCN(c2ccccc2)CC1	7.3%	0.1%
COCCN1C(=O)/C(=C/c2ccc(F)cc2)SC1=S	-0.8%	9.7%
Cc1onc(-c2ccccc2)c1C(=O)NC(C)C1CCCO1 (configuration not stated)	-8.7%	-1.3%
c1csc(Cn2c(-c3cccs3)nc3ccccc32)c1	-3.6%	nt
O=C1C2=C(Nc3ccccc3SC2c2ccc([N+](=O)[O-])cc2)c2ccccc21 (configuration not stated)	-4.4%	4.9%
COc1cccc(-c2csc3nnc(SCC(=O)c4ccc(NC(C)=O)cc4)n23)c1	7.5%	-24.4%
C=CCN1C(=O)CN=C1Nc1cc(C)cc(C)c1	-1.4%	-4.8%
CCCCOP(=O)(CP(=O)(OCCCC)OCCCC)CP(=O)(OCCCC)OCCCC	-1.4%	2.9%
CN(C)c1ccc(CNC2C3CC4CC(C3)CC2C4)cc1 (configuration not stated)	nt	6.0%
Cc1c(CNC(=O)c2cnn3c2NC(c2ccccc2)CC3C(F)(F)F)cnn1C (configuration not stated)	-8.5%	3.9%
CCCN(/C=N/c1sc2c(c1C#N)CCCCC2)CCC	nt	1.0%
O=C(Nc1ccon1)c1ccc(Br)o1	-9.0%	1.3%
CC(C)(C)c1[nH]nc2c1C(C1C=CCCC1)C(C#N)=C(N)O2 (configuration not stated)	nt	-4.9%
CCOc1ccc(C(=O)Nc2ccc3oc(-c4ccccc4Br)nc3c2)cc1	-1.7%	-5.2%
CCOC(=O)C(CCCCOc1ccc([N+](=O)[O-])cc1)C(=O)OCC	1.2%	0.7%
COc1cc(/C=C/c2ccc3cccc(OC)c3n2)c(OC(C)=O)c([N+](=O)[O-])c1	nt	-9.1%
CC1CCN(c2[nH]c(=S)c(C#N)c3c2CCCC3)CC1	0.7%	9.5%
CC1Cc2nc(SCC(N)=O)n(C)c(=O)c2S1 (configuration not stated)	1.8%	5.2%
O=C(Cc1ccccc1)NCc1ccc2c(c1)OCO2	nt	4.0%
CCOc1cccc(C(=O)Nc2cccc(-c3nnc(-c4ccccc4)o3)c2)c1	-11.8%	3.2%
O=C(CN1C(=O)C2CC=CCC2C1=O)NC1=NCCS1 (configuration not stated)	-8.9%	3.8%
CC(C)NC(=O)CSc1nnc(-c2ccco2)n1N	nt	-0.4%
O=C(CSc1ccccn1)Nc1ccccc1-c1ccccc1	-1.2%	1.2%
O/N=C/c1cn(-c2ccccc2)nc1-c1ccc(Cl)cc1	1.3%	-2.1%
CC(C)CNC(=O)c1ccccc1NC(=O)CN(c1ccc2c(c1)OCCO2)S(C)(=O)=O	-8.3%	-1.4%
O=C1C(=O)N(c2nccs2)C(c2cccs2)/C1=C(\O)c1ccc(Cl)cc1 (configuration not stated)	3.7%	-0.7%
CN(C)c1ccc(CN(C(=O)COc2ccc(Br)cc2)C2CCS(=O)(=O)C2)cc1 (configuration not stated)	-9.2%	-1.6%
Cc1cccc(OCc2nnc(SCc3nc4cc(C(F)(F)F)ccc4c(=O)[nH]3)o2)c1	-7.0%	-32.8%
CCCC(=O)c1ccc(N2CCN(C(=O)c3ccc(Br)cc3)CC2)c(F)c1	0.6%	1.0%
CN1C(=O)/C(=C\c2cc(Cl)c(O)c(Cl)c2)SC1=S	0.2%	-36.5%
COc1ccc(NC(=O)CSc2nc3ccccc3c(=O)n2CCNC(C)=O)c(OC)c1	-1.6%	4.0%
CCOc1cccc(-c2cc(C(=O)NCc3ccc4c(c3)OCO4)c3ccccc3n2)c1	1.6%	-2.7%
CC(C)C(=O)Nc1cc(I)ccc1C(=O)O	0.9%	1.7%
CCOc1cc(C2Nc3cccc4cccc(c34)N2)ccc1O	nt	1.9%
Cc1ccc(-c2nn(-c3ccccc3)cc2/C=C/C(=O)c2cccs2)cc1	3.2%	0.7%
Cc1ccc(-n2c(SCC(=O)NCc3ccco3)nnc2-c2cccnc2)c(C)c1	-6.8%	0.9%
Cc1nc(CC(=O)N2CCN(S(=O)(=O)c3ccccc3C#N)CC2)cs1	-6.2%	3.0%
CC(NC(=O)NCc1cccnc1)(C(F)(F)F)C(F)(F)F	-5.5%	-1.4%
CSc1nnc(Cn2c(=O)sc3ccccc32)n1C	5.3%	2.3%
Cc1ccccc1NC1C=CS(=O)(=O)C1 (configuration not stated)	3.3%	3.0%
COc1ccc(NS(=O)(=O)c2ccc(OCC(=O)N3CCCC3)cc2)cc1	-7.0%	2.9%
Cc1ccc(OCCCNC(C)(C)C)cc1C	-1.0%	0.9%
CC(c1ccccc1F)n1cc(C(=O)NCCCn2ccnc2)nn1 (configuration not stated)	nt	1.9%
CCC(C)(C)n1nnnc1C(c1ccccc1OC)N1CCSCC1 (configuration not stated)	-4.1%	0.1%
O=c1[nH]c(N2CCN(c3ccccc3)CC2)nc2c1CCC2	-7.0%	-3.3%
COc1ccc(-c2cc3nc(C)c(CCC(=O)NCc4ccco4)c(C)n3n2)c(OC)c1	-2.2%	4.3%
COc1ccc(N2CCN(Cc3nc4c(c(=O)n(C)c(=O)n4C)n3C(C)C(C)=O)CC2)cc1 (configuration not stated)	nt	-4.1%
COc1cc(/C=C2\SC(=S)NC2=O)cc(Br)c1OC(C)=O	-0.8%	-1.5%
Cc1ccc(S(=O)(=O)Nc2nc3ccc(S(C)(=O)=O)cc3s2)cc1	-6.8%	3.1%
CCOC(=O)c1c(NC(=O)CSc2nnnn2-c2ccc3c(c2)OCO3)sc(C)c1C	-1.4%	-1.1%

Single records (already shown).
`CC(C)C(=O)Nc1cc(I)ccc1C(=O)O` is listed as Rat MKP-3 inhibitors: 0.9%; Hsp70 inhibitors: 1.7%
`O=C(CN1C(=O)C2CC=CCC2C1=O)NC1=NCCS1` (configuration not stated) is listed as Rat MKP-3 inhibitors: -8.9%; Hsp70 inhibitors: 3.8%

The list continues.
SMILES	Rat MKP-3 inhibitors	Hsp70 inhibitors
CCCCn1c(SCC(=O)N2CCOCC2)nnc1-c1ccoc1C	nt	3.3%
CCOCCCNC(=O)c1c[nH]c2ccc(S(=O)(=O)Nc3cccc(OC)c3)cc2c1=O	-5.6%	1.3%
CCC(CC)C(=O)NCCc1ccc(OC)c(OC)c1	-4.8%	nt
COC(=O)CSc1nnc(CNS(=O)(=O)c2ccc(Cl)cc2)n1C	nt	1.5%
C/C(N)=C(/C#N)C(=O)CSc1nnnn1-c1ccccc1	nt	9.6%
COc1cc(C=O)cc(Br)c1OCc1ccc([N+](=O)[O-])cc1	-1.3%	4.4%
Cc1ccc(-c2cc(C(F)(F)F)c(C#N)c(SCCC#N)n2)o1	-10.7%	-4.2%
COC(=O)c1ccc(COc2cc(O)c3c(c2)OC(C)(C)CC3=O)cc1	-8.8%	2.3%
CC1CCN(C(=O)COC(=O)c2cc3ccccc3cc2O)CC1	-10.4%	-1.8%
O=C(c1cccnc1)N1CCN(C(=O)c2cccc(F)c2)CC1	6.7%	-0.1%
Cc1cc(N2CCN(C/C=C/c3ccccc3)CC2)n2ncnc2n1	-4.9%	-1.8%
CCOC(=O)N1CCC(Nc2c(OCC)c(=O)c2=O)CC1	-11.5%	-4.2%
CC(C)(C)CC(=O)Nc1ccc(Nc2ccccc2)cc1	nt	3.6%
COC(=O)c1cc(Cl)c(NS(=O)(=O)c2ccccc2)cc1OC	-0.7%	1.4%
CN1CCN(c2nc(-c3ccc(Cl)cc3)nc3ccccc23)CC1	2.0%	-4.4%
Cc1ccc(C(=O)Nc2ccc(N(C)C)cc2)cc1[N+](=O)[O-]	3.4%	-5.8%
CCN1CCN(c2ccc(NC(=O)c3cccnc3)cc2Cl)CC1	-4.5%	5.2%
CCC(C)NC(=O)Cn1c(=O)n(CCCC(=O)NCc2ccccc2Cl)c(=O)c2ccccc21 (configuration not stated)	nt	1.4%
COc1cccc(C(=O)N2N=C(C(F)(F)F)CC2(O)C(C)(C)C)c1 (configuration not stated)	1.6%	5.3%
Nc1cc(Cl)c(S(=O)(=O)NC2CCCCC2)cc1S(=O)(=O)NC1CCCCC1	0.0%	-0.7%
Cc1ccc(C(=O)NCCCn2ccnc2)cc1C	3.1%	3.9%
C#CCOc1ccc(/C=C2\C(=O)NC(=O)N(c3ccc(OCC)cc3)C2=O)cc1Br	2.9%	1.2%
COC1(OC)N=C(NC(=O)Nc2ccccc2)C2(C#N)C(c3ccccc3)C12C#N (configuration not stated)	-7.0%	1.6%
N/C(=N\OC(=O)c1ccc(Br)cc1)c1cccnc1	0.6%	3.8%
CCCOc1ccc(CNC(=S)N/N=C/c2ccc([N+](=O)[O-])cc2)cc1	nt	-1.0%
c1ccc(CN(Cc2ccco2)C(c2ccncc2)c2nnnn2C2CCCC2)cc1 (configuration not stated)	-1.9%	-3.0%
CN(C(=O)c1ccccc1C(=O)c1ccccc1)C1CCS(=O)(=O)C1 (configuration not stated)	-3.4%	-2.0%
Cc1ccc(C(=O)NCCN(C)C)c(C)c1	-6.2%	-3.4%
COC(=O)c1cc(NC2c3ccccc3C(=O)N2c2ccc(Cl)cn2)cc(C(=O)OC)c1 (configuration not stated)	-0.7%	-2.0%
COc1cc(NC(=O)C2CCC(CNc3c(N4CCCCC4)c(=O)c3=O)CC2)cc(OC)c1 (configuration not stated)	3.0%	9.5%

Rewritten as labelled records: part of the list above
CCOC(=O)N1CCC(Nc2c(OCC)c(=O)c2=O)CC1
  Rat MKP-3 inhibitors = -11.5%; Hsp70 inhibitors = -4.2%
CC(C)(C)CC(=O)Nc1ccc(Nc2ccccc2)cc1
  Rat MKP-3 inhibitors = nt; Hsp70 inhibitors = 3.6%

Random excerpt: two entries already listed.
SMILES	Rat MKP-3 inhibitors	Hsp70 inhibitors
COC(=O)CSc1nnc(CNS(=O)(=O)c2ccc(Cl)cc2)n1C	nt	1.5%
CCCCn1c(SCC(=O)N2CCOCC2)nnc1-c1ccoc1C	nt	3.3%

(next part)
SMILES	Rat MKP-3 inhibitors	Hsp70 inhibitors
CCOC(=O)c1ccc(NC(=S)NC(=O)/C=C/c2ccccc2)cc1	-3.4%	-2.1%
C=CCn1c(SCC(=O)C(C)(C)C)nnc1-c1cccs1	5.8%	0.9%
O=C1Nc2ccccc2/C1=N/N1C(=O)CSC1=S	1.8%	7.6%
CC1(C)CC(=O)N(c2ccccc2)C1(C)O (configuration not stated)	-1.2%	-1.7%
CCCC(=O)N1CCN(c2ccc(C(=O)CC)cc2F)CC1	2.0%	-4.0%
Cc1cc2nc(NCCCO)n(CC(=O)c3cc(C(C)(C)C)c(O)c(C(C)(C)C)c3)c2cc1C	0.7%	0.4%
CC1=NN(c2nc(-c3ccc(F)cc3)cs2)C(=O)/C1=C\c1ccc2c(c1)OCO2	5.2%	-2.3%
CC(Sc1nnc(Cc2cccs2)n1C1CCCCC1)C(N)=O (configuration not stated)	nt	-0.5%
Cc1csc(SCC(=O)Nc2sc3c(c2C#N)CCC3)n1	nt	-4.0%
CCCc1nnc(N2C(=O)c3cccc4cccc(c34)C2=O)s1	nt	3.4%
CCCc1ccc(OCC(O)CN2CCN(c3ccccc3)CC2)cc1 (configuration not stated)	-1.0%	2.4%
COc1cccc(C(=O)Nc2cccc(-c3nnc(-c4ccco4)o3)c2)c1	nt	-0.1%
Cc1cc2c(c(=O)n1Cc1ccccn1)C(c1ccc3c(c1)OCO3)C(C#N)=C(N)O2 (configuration not stated)	-5.4%	-2.0%
CN(c1ccc(C(=O)NCc2ccco2)cc1)S(C)(=O)=O	-0.2%	0.2%
COc1cccc(-c2nnc(SCc3cccnc3)o2)c1	-0.7%	1.5%
CCCCCn1cnc2sc(-c3ccccc3)cc2c1=O	nt	-3.5%
COc1cc(S(=O)(=O)n2ccc(C)n2)c(OC)cc1Cl	nt	-2.5%
COc1ccc2[nH]c(=O)c(CN(CCCN(C)C)C(=O)Nc3ccccc3)cc2c1	-5.7%	0.1%
Cc1cccc(NC(=O)c2ccc(S(=O)(=O)N3CCCC3)cc2)c1	4.9%	0.2%

Only part of the results is shown; rates above refer to the full screens.
